Screens (PubChem BioAssay)
MazF activator = MazEF (E. coli) toxin RNase activation; P0AE70; activation, % at 20 µM; FAM/BHQ RNA-DNA oligo cleavage fluorescence, 5 h; 350,000 tested, 0.32% active; AID 504720; in the data active = activation above about 50%
Target sequence (P0AE70 whole entry, looked up): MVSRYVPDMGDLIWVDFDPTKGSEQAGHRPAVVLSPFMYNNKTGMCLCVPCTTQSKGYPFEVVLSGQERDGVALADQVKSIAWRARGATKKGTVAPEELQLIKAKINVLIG
PrPC TRFRET = cell surface PrPC inhibition, primary TR-FRET screen; P04156; TR-FRET read-out; inhibition, % at 13.8 µM; 370,000 tested, 0.43% active; AID 720596; in the data active = inhibition above about 24%; also: 0% = median of the test wells and 100% = reference compound wells
Rv3671c protease = Rv3671c (M. tuberculosis) protease inhibition; inhibition, % at 5.96 µM; 320,000 tested, 0.048% active; AID 2606; in the data active = inhibition above about 38%;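 also: extracellular domain of Rv3671c used as enzyme; 0% = enzyme with DMSO and 100% = no enzyme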
PriA SSB inh = inhibitors of Klebsiella pneumoniae PriA binding to SSB C-terminal tail | 430,000 tested, 0.6% active | inhibition, % at 33 µM | AlphaScreen SSBct-PriA binding, biotinylated peptide | AID 1272365; in the data active = inhibition mostly above about 37%, no sharp cut-off; inactive = mostly below about 20%;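 also: plate controls were negative control peptide for no effect and reference peptide for full effect; strong numbers were not always called active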
BoNT-F LC inh = inhibitors of Botulinum neurotoxin F light chain protease; inhibition, % at 10 µM; Multiplex microsphere protease cleavage assay, flow cytometry; AID 588497; 360,000 tested, 0.22% active; in the data active = inhibition above about 35%, passing the limit was not always enough; inconclusive = no clear call, values can overlap the other calls; also: plate controls were buffer without enzyme for full effect and enzyme alone for no effect
SARS 3CLpro inh = SARS-CoV 3CLpro protease inhibition; P0C6X7; recombinant SARS-CoV 3CLpro, quenched FRET peptide cleavage; inhibition, % at 6 µM; 290,000 tested, 0.14% active; in the data active = inhibition above about 12%
VHR inh abs = inhibitors of human VHR1 phosphatase (DUSP3); 290,000 tested, 0.52% active; P51452; inhibition, % at 13.3 µM; recombinant VHR phosphatase, pNPP absorbance; in the data active = inhibition above about 50%; also: some compounds called inactive have numbers as strong as hits
Target sequence (P51452 whole entry, looked up): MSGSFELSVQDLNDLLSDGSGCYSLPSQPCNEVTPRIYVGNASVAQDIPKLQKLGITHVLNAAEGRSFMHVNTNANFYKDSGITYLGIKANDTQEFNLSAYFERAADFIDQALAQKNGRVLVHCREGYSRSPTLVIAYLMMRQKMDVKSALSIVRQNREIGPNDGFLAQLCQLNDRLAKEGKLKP
CCHF vOTU inh = blocks the CCHF virus ovarian tumor domain protease | CCHFV vOTU protease, Pep-AMC fluorescence | inhibition, % at 11.5 µM | 370,000 tested, 0.55% active | AID 651958; in the data active = inhibition above about 30%; also: 0% = vehicle wells with enzyme and 100% = no enzyme wells
BoNT-A LC inh2 = blocks Botulinum neurotoxin A light chain protease; 360,000 tested, 0.17% active; multiplex microsphere protease substrate cleavage, flow cytometry; inhibition, % at 10 µM; also: plate controls were buffer without enzyme for full effect and enzyme alone for no effect
Anthrax LF inh2 = inhibitors of Bacillus anthracis lethal factor protease. P15917. multiplex microsphere protease cleavage assay, LF. 360,000 tested, 0.12% active. inhibition, % at 10 µM. AID 588501; also: plate controls were buffer without enzyme for full effect and enzyme alone for no effect
Target sequence (P15917 whole entry, looked up): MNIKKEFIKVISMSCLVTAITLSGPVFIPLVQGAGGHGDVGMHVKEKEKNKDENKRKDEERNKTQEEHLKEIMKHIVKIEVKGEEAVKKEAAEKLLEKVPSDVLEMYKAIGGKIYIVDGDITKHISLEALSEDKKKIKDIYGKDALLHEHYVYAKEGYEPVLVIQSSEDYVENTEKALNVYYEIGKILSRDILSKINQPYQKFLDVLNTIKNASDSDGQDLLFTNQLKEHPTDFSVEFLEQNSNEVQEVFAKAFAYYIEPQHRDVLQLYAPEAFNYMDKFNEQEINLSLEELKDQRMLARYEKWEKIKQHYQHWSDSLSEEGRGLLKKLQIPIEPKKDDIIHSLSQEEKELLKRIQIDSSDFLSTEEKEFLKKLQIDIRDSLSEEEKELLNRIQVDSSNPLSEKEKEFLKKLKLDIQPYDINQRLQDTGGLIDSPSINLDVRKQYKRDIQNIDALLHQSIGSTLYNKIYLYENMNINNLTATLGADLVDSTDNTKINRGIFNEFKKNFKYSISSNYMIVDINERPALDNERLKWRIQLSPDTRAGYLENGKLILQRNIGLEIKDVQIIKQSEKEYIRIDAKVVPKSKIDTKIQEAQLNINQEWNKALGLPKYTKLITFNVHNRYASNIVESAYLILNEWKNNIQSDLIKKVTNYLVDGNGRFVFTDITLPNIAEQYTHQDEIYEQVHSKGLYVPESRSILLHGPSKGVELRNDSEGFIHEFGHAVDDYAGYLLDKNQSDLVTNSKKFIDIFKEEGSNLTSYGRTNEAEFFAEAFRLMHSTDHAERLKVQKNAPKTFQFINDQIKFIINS
The depositor's hits bear a star; ? = inconclusive; nt = no result given; & = joins results of further samples. Rule as the data show it, unless noted: active = inhibition above about 30%; inconclusive = no clear call, values can overlap the other calls; inactive = below that. Only part of the results is shown (hit frequency here may not be typical).

Value order: BoNT-F LC inh	MazF activator	PrPC TRFRET	Anthrax LF inh2	Rv3671c protease	CCHF vOTU inh	PriA SSB inh	SARS 3CLpro inh	VHR inh abs	BoNT-A LC inh2
1	CCn1c(C)nc2cc(C(=O)NN=Cc3ccc([N+](=O)[O-])cc3)ccc21
    -7	6	-12	0	-3	10	-13	nt	nt	-0.2
2	COC(=O)CC/C(=N/Nc1ccc(Cl)c(Cl)c1)C(=O)OC
    -5	-9	-4	-11	0	-1	nt	4	9	-1.7
3	CCOC(=O)C(=O)C1=C(N2CCOCC2)/C(=C\c2ccc(F)cc2)CC1
    3	-2	-1	0	-8	3	4	4	-4	1.0
4	CCOC(=O)C(NC(=O)C(Cc1ccc(N(CCCl)CCCl)cc1)NC(C)=O)C(C)C (centres undefined)
    -2	4	-4	-5	10	-5	-8	-2	-17	0.4
5	COC(=O)c1cc(C#N)c(=O)[nH]c1C
    3	-1	1	-1	4	7	-3	-2	9	0.1
6	COc1cc(CCN=Cc2cc(Cl)cc(Cl)c2O)c([N+](=O)[O-])cc1OC
    -6	nt	-4	-6	nt	0	nt	nt	nt	-0.4
7	Cc1c(-c2cccc(Cl)c2)nc2ccccc2c1C(=O)OCC(=O)N(C)C1CCS(=O)(=O)C1 (centres undefined)
    -9	-1	-2	0	-12	3	6	-2	-5	-0.4
8	CCOc1ccccc1NC(=O)NCc1ccc2c(c1)OCO2
    nt	6	1	nt	-5	13	-8	-2	2	nt
9	Cc1ccc(S(=O)(=O)N2CCOCC2)cc1C(=O)NCc1cn2ccsc2n1
    6	-2	-2	1	7	11	8	3	15	1.1
10	O=C(NCCNC(=O)c1cnccn1)c1ccc(Cl)c(Cl)c1
    13	-6	-1	-6	0	-8	-5	1	-3	-1.0
11	CC(C)CC(NC(=O)C(CO)NC(=O)C1CCC(=O)N1)C(N)=O (centres undefined)
    1	5	7	-2	6	-4	6	7	34	0.3
12	Cc1oc2c(c(C)cc3oc(=O)c(CC(=O)N[C@@H](CC(C)C)C(=O)O)c(C)c32)c1C
    6	4	0	10	nt	-10	5	-1	3	1.1
13	COC(=O)CC1C(=O)NCCN1C(=S)Nc1ccccc1Cl (centres undefined)
    -1	6	1	-2	8	8	-13	3	-7	0.3
14	O=C(Nc1cccnc1)/C(N=Nc1ccc(Cl)c(C(F)(F)F)c1)=C(\O)c1ccccc1
    25	-6	2	-4	7	2	nt	0	-11	1.6
15	CCOc1cc(C(C(=O)NCC2CCCO2)N(C(=O)Cn2nnc3ccccc32)c2ccc(NC(C)=O)cc2)ccc1O (centres undefined)
    2	1	3	-2	2	12	-8	10	30	-1.0
16	Cc1ccc2nc(C(F)OC(F)(F)F)[nH]c2c1 (centres undefined)
    -7	4	3	-2	7	-3	-5	0	-7	-3.0
17	c1ccc2c(c1)CN(Cc1ccc3c(c1)OCO3)Cc1cnnn1-2
    -2	3	16	1	nt	9	nt	nt	nt	-0.2
18	CN(C)c1nc(C(=O)O)nc(N2CCOCC2)n1
    2	-3	-9	-2	3	-4	-9	-1	-2	-0.7
19	CC(NCc1ccco1)C(=O)N1CCc2ccccc2C1 (centres undefined)
    8	-10	-6	0	1	-5	-8	-1	10	1.6
20	COc1ccc(CC2=C(O)c3ccccc3C(=O)C2=O)cc1
    -10	2	-34	-2	-7	-5	18	3	9	-0.8
21	O=C(CCc1nnc(C2CCCCC2)o1)N1CCN(Cc2ccccc2)CC1
    0	-1	5	0	4	-10	-1	7	29	-1.1
22	CCOc1ccccc1NC(=O)CN(c1nccs1)S(=O)(=O)c1ccc(N)cc1
    7	-1	-1	-1	-1	3	-12	-3	0	0.2
23	CN(C(=O)c1ccc(NC(=O)Cc2ccc(NC(=O)C3CCN(C(=O)C4CCCCC4)CC3)cc2)cc1)C1CC1
    9	-3	-3	-7	-1	-3	-3	nt	nt	1.3
24	C#CCOc1ccccc1/C=N/NC(=O)c1ccccc1OCc1ccccc1
    7	-5	-4	2	-50	3	nt	4	15	-0.1
25	CC(C)C[C@H](NC(=O)OC(C)(C)C)c1n[nH]c(=S)n1N
    -1	0	0	2	-4	12	-4	1	-1	-0.3
26	CC(=O)NCCOC(=O)Nc1cccnc1
    -3	-1	4	0	5	11	-11	-5	34	0.5
27	O=C(Cc1ccccc1[N+](=O)[O-])Nc1ccc(S(=O)(=O)N2CCCC2)cc1
    ?	nt	-10	-1	1	-1	nt	4	10	0.4
28	COc1c(F)c(F)c(C(=O)Nc2ccc3oc(-c4ccncc4)nc3c2)c(F)c1F
    -7	13	-2	-1	-5	4	-15	-2	6	1.3
29	COc1cc(NC(=S)NCc2cccs2)cc(OC)c1
    -8	0	1	0	6	-5	-18	-2	-4	-0.2
30	CCC(C)/C=C/C1=CC2=C(Cl)C(=O)C3(C)OC(=O)C(C(=O)C(C)C(C)O)C3C2=CO1 (centres undefined)
    -4	-2	16	-4	8	-5	-2	4	12	0.6

One compound at a time, from the list above:
Results for Cc1ccc2nc(C(F)OC(F)(F)F)[nH]c2c1 (centres undefined) = BoNT-F LC inh = -7; MazF activator = 4; PrPC TRFRET = 3; Anthrax LF inh2 = -2; Rv3671c protease = 7; CCHF vOTU inh = -3; PriA SSB inh = -5; SARS 3CLpro inh = 0; VHR inh abs = -7; BoNT-A LC inh2 = -3.0
Results for CCOc1ccccc1NC(=O)NCc1ccc2c(c1)OCO2 = BoNT-F LC inh = nt; MazF activator = 6; PrPC TRFRET = 1; Anthrax LF inh2 = nt; Rv3671c protease = -5; CCHF vOTU inh = 13; PriA SSB inh = -8; SARS 3CLpro inh = -2; VHR inh abs = 2; BoNT-A LC inh2 = nt

Continuation.
Value order: BoNT-F LC inh	MazF activator	PrPC TRFRET	Anthrax LF inh2	Rv3671c protease	CCHF vOTU inh	PriA SSB inh	SARS 3CLpro inh	VHR inh abs	BoNT-A LC inh2
31	CCOC(=O)c1sc2nccc(N(C)C)c2c1N=CNOCc1c(F)cccc1Cl
    -1	-9	11	2	-2	5	-5	-2	4	5.2
32	CCn1c(SCC(=O)NCc2ccco2)nc2c(c1=O)SC(C)C2 (centres undefined)
    11	7	-7	-2	4	10	-6	-2	-5	0.2
33	Cc1ccc(C(=O)Oc2ccc(C(=O)COC(=O)C3CC(=O)N(Cc4ccco4)C3)cc2)cc1 (centres undefined)
    0	-8	nt	0	-14	nt	-2	3	16	-0.2
34	O=C(Nc1nc(-c2ccccc2)cs1)c1cccnc1
    -3	-3	-2	4	-9	-1	5	1	44	-0.9
35	NS(=O)(=O)OCc1ccc(C(F)(F)F)cc1
    -5	1	-2	-2	-5	-1	-9	1	9	-0.7
36	O=C(CSC1=NS(=O)(=O)c2ccccc2N1)NCc1ccc(F)cc1
    2	-1	2	1	2	-4	-10	nt	nt	4.9
37	O=C(NC(=S)NCC1CCCO1)c1ccccc1[N+](=O)[O-] (centres undefined)
    2	2	-8	-2	-3	-5	-5	-3	18	-0.9
38	COc1ccc(NC(=O)c2cc(OC)c(OC)cc2OC)c(S(=O)(=O)N2CCOCC2)c1
    0	7	-4	-1	-4	-3	-12	nt	6	0.4
39	CCc1nc2c(OCCC3CCCCC3)cccn2c1N(C=O)Cc1ccccc1
    -2	nt	10	5	nt	14	nt	nt	nt	-0.1
40	O=C(NNC(=O)c1ccccc1F)c1cccc(S(=O)(=O)N2CCc3ccccc32)c1
    -12	2	6	1	-8	12	4	nt	nt	-0.1
41	COc1c2c(cc3oc(=O)ccc13)OC(C)(C)C=C2
    -17	9	0	-7	-2	4	-23	nt	-13	-0.7
42	Cc1ccc(N(CC(=O)NCCSc2ccccn2)S(C)(=O)=O)cc1
    -4	-2	1	1	2	9	-8	-3	-3	0.6
43	O=C1CC(Sc2nnc(-c3ccccc3O)o2)C(=O)N1c1ccccc1 (centres undefined)
    -11	-6	-2	-4	3	-9	-10	-2	33	-0.7
44	CCC1CCCCN1CCCNC(=O)C1CCN(Cc2nc(-c3ccc(Cl)cc3)oc2C)CC1 (centres undefined)
    25	-8	nt	11	-9	nt	3	0	17	8.2
45	Cc1cc(N)n(-c2ccc(S(=O)(=O)N3CCOCC3)cc2[N+](=O)[O-])n1
    1	9	-21	-3	8	0	3	-3	4	-0.5
46	CC(C)COP(=O)(OCC(C)C)C(O)c1ccc2c(c1)OCO2 (centres undefined)
    -6	5	-1	-10	-4	0	-11	4	1	0.0
47	COc1ccccc1OCCOCCOc1ccccc1Cl
    -6	-3	-5	0	-1	2	-73	2	-8	-0.3
48	C[C@H]1CN([C@@H](C)CO)C(=O)CCCn2cc(nn2)CO[C@@H]1CN(C)S(=O)(=O)c1cccc(C#N)c1
    2	10	4	-6	nt	10	nt	nt	nt	-0.5
49	O=C(Nc1ccc(Cl)cn1)c1cccc(S(=O)(=O)N2CCOCC2)c1
    6	-10	2	0	-4	7	-13	3	15	4.4
50	CC(Oc1ccc(Cl)cc1Cl)C(=O)NC1=NN(c2ccccc2)C(=O)C1 (centres undefined)
    6	1	0	0	-8	5	17	2	20	-0.4
51	CCN(C(=O)CSc1nnc(-c2ccc(OC(F)F)cc2)n1N)C1CCS(=O)(=O)C1 (centres undefined)
    18	2	1	3	1	-7	10	nt	nt	0.8
52	CCc1ccc(CCC(=O)Nc2ccccc2C(=O)O)o1
    -1	-1	-1	-1	2	3	-4	-3	25	-0.5
53	COc1cc2c(cc1O)C(CSC)Cc1cc3c(cc1N(C)CC2)OCO3 (centres undefined)
    4	2	-4	-7	nt	18	nt	nt	nt	0.2
54	CCNC(=O)C1CCCN(C(=O)c2cccc3ccccc23)CC1 (centres undefined)
    -2	nt	4	-5	nt	1	nt	nt	nt	0.1
55	O=C(Nc1cc(-c2nc3ncccc3o2)ccc1Cl)c1ccc2c(c1)OCO2
    -1	-13	-5	2	-2	6	-3	nt	nt	1.4
56	O=C(NCCc1ccc(Cl)cc1)c1ccc(CS(=O)Cc2ccccc2Cl)o1 (centres undefined)
    1	-2	7	0	-2	7	-36	2	11	-1.2
57	O=C(NCCN1CCC(n2c(=O)[nH]c3ccccc32)CC1)c1ccncc1
    9	nt	2	-4	nt	13	nt	nt	nt	0.2
58	Cc1cc(C)n(C2CC(=O)N(c3cccc(Cl)c3)C2=O)n1 (centres undefined)
    -4	4	6	-1	-10	4	-10	10	4	-0.5
59	Cc1noc(C)c1S(=O)(=O)N(C)C[C@H]1Oc2ccc(NS(=O)(=O)c3ccccc3)cc2C(=O)N([C@H](C)CO)C[C@@H]1C
    9	8	-1	-2	-3	-2	-7	nt	nt	-0.1
60	CCSC1=N/C(=C\c2cccc(F)c2)C(=O)S1
    5	2	5	3	7	3	-2	1	-10	1.7
61	Cc1ccc2c(COC(=O)CNC(=O)c3ccccc3)cc(=O)oc2c1
    6	0	-3	4	1	-3	2	0	34	1.7
62	COCCNC(=O)C1(C)CCN(C(=O)c2sc(-c3ccccc3)nc2C)C1 (centres undefined)
    0	nt	-5	-5	nt	-4	nt	nt	nt	-0.4
63	O=C(O)c1ccc(CNS(=O)(=O)c2ccc(Oc3ccccc3Cl)cc2)cc1
    ?	3	6	-12	-7	0	0&2&-10	7	9	2.0
64	COC(=O)N/N=C/c1cc(C)n(-c2ccc(F)cc2)c1C
    2	11	2	-4	-1	-10	nt	-3	-3	0.6
65	Cc1[nH]c2ccc(F)cc2c1CCNC(=O)C1CCCCC1C(=O)OCC(F)(F)F (centres undefined)
    -4	-2	3	-3	5	14	7	-7	13	-0.2
66	CCCCn1c(N)c(N(CC(C)C)C(=O)CSc2nnc(-c3ccc(Cl)cc3)o2)c(=O)[nH]c1=O
    2	-43	2	3	1	-9	-14	nt	nt	0.9
67	Nc1ccc(C(=O)OCC(=O)NC(=O)c2ccccc2)cc1[N+](=O)[O-]
    20	7	-15	-2	5	10	5	nt	nt	0.2
68	Cc1ccc(C2C(C(=O)c3cccs3)=C(O)C(=O)N2CCN2CCOCC2)o1 (centres undefined)
    -1	4	-2	-4	8	-8	2	2	21	-0.7
69	COc1ccc(Cl)cc1-c1cc(C(=O)NCc2cccc(C(F)(F)F)c2)[nH]n1
    -1	nt	3	2	nt	1	nt	nt	nt	0.2
70	Cc1ccc(C(=O)Nc2nnc(C)s2)o1
    -1	2	-4	-4	3	-10	-10	-1	6	-0.5
